Screens from PubChem BioAssay.
Vif-APOBEC3F blk = qHTS for Inhibitors of Vif-A3F Interactions: qHTS; hit rate 0.2% among 390,000; AID 602313, 2012; HeLa A3F-eYFP + Vif (tagged APOBEC3F with the HIV-1 protein that degrades it), YFP fluorescence increase; Potency, µM (series often up to 46.1 µM), without a hit: at the top dose activity, negative = active; further: potency means the concentration at half of the fitted maximal effect; % of control where 0% means no effect; nearly all actives have a fitted effect of over 65% in size
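HeLa cells stably expressing Vif plus C-terminally eYFP-tagged A3F were seeded, incubated overnight at 37 deg C, dosed with compound, incubated overnight again at 37 deg C. Yellow fluorescence (Ex 488/Em 500-530) reported blocked Vif-mediated A3F-eYFP degradation.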
Glioma ERSR ind = qHTS for Inducers of the Endoplasmic Reticulum Stress Response (ERSR) in Human Glioma: qHTS. AID 602332, 2012. Potency, µM, without a hit: at the highest dose activation, hits mostly activators. U87-MG GRP78 promoter luciferase reporter, 16 h. hit rate 0.02% among 420,000; further: potency means the concentration at half of the fitted maximal effect; series mostly up to about 76 µM; % of control where 0% means no effect; nearly all actives have a fitted effect of over 35% in size
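Stably transfected U87-MG human glioma cells carrying a GRP78-based luminescent sensor were seeded at 1000 cells/well, pin-dosed with compounds and incubated 16 h. Luciferase reagent was then added, and end-point luminescence was read after 10 min at room temperature.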
Vif-A3G inh = qHTS for Inhibitors of Vif-A3G Interactions: qHTS; HeLa A3G-eYFP + Vif (tagged APOBEC3G with the HIV-1 protein that degrades it), YFP fluorescence, overnight; Potency, µM (highest dose often 46.1 µM), for inactives: at the top dose activity, negative = active, usual class: inhibitors; hit rate 0.076% among 410,000; AID 602310, 2012;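 further: potency means the concentration at half of the fitted maximal effect; on the % scale 0 is the no-effect control and ±100 the full control effect; nearly all actives have a fitted effect of over 60% in size; hits raise eYFP signal because A3G escapes Vif-driven loss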
Target sequence (Q9HC16 whole entry, looked up): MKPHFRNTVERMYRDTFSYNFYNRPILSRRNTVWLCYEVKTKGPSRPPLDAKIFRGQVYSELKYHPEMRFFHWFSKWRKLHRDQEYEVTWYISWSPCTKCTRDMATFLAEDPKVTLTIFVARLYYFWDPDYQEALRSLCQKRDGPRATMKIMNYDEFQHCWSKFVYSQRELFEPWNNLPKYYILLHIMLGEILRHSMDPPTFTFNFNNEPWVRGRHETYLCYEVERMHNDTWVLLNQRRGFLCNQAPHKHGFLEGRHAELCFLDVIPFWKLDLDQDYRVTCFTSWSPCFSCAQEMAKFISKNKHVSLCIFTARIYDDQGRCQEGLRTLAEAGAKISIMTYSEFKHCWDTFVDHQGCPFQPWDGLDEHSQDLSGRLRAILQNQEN
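Read-out is eYFP fluorescence (Ex 488/Em 500-530) from Vif-expressing HeLa A3G-eYFP cells; more signal means A3G escaped Vif-mediated degradation. Cells plated overnight, compound pinned in, incubated overnight at 37 deg C.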
LDHA block = qHTS assay for inhibitors of human lactate dehydrogenase. L-lactate dehydrogenase A chain (Homo sapiens), P00338. purified LDHA, NADH/diaphorase-resazurin fluorescence; active compounds read low. activity change, % (values are at about 110 or 230 µM). hit rate 0.15% among 480,000; in the data active means activity change below about -30%; inconclusive means mostly about -25% to -30%;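 further: plate controls were DMSO wells for no effect and wells without enzyme for full effect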
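Resorufin fluorescence (ex540/em590), read at 0 and 20 min after diaphorase/resazurin addition, reports the NADH left after a 5 min room-temperature reaction of 2 nM human LDH5 with 0.06 mM NADH and 0.2 mM pyruvate.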
USP1 inh = Inhibitors of USP1/UAF1: Primary Screen. Potency, µM (highest dose often 57.1 µM), for inactives: at the highest dose activity change, negative = inhibition, hits mostly inhibitors. hit rate 0.23% among 390,000. recombinant USP1/UAF1, Ub-Rhodamine cleavage fluorescence. AID 743255, 2014. Ubiquitin carboxyl-terminal hydrolase 1 (Homo sapiens), O94782; further: potency means the concentration at half of the fitted maximal effect; on the % scale 0 is the no-effect control and ±100 the full control effect; nearly all actives have a fitted effect of over 60% in size; inactives centre near -12
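USP1/UAF1 complex at 1 nM was preincubated with compound for 15 min at room temperature, then Ub-Rho substrate (150nM final) was added. Fluorescence (480/540 nm) was read kinetically, 6 reads every 60 seconds.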
RGS4 inhibitor = Inhibitors of Regulator of G Protein Signaling (RGS) 4: qHTS | Transcreener GDP fluorescence polarization, RGS4-accelerated GTP hydrolysis | Regulator of G-protein signaling 4 (Homo sapiens), P49798 | hit rate 0.039% among 390,000 | Potency, µM (series often up to 114 µM), for the others: top-dose activity change, negative = inhibition, hits mostly inhibitors; further: potency means the concentration at half of the fitted maximal effect; on the % scale 0 is the no-effect control and ±100 the full control effect; nearly all actives have a fitted effect of over 75% in size; some results filed as inactive show a strong effect at the top dose
Target sequence (P49798 whole entry, looked up): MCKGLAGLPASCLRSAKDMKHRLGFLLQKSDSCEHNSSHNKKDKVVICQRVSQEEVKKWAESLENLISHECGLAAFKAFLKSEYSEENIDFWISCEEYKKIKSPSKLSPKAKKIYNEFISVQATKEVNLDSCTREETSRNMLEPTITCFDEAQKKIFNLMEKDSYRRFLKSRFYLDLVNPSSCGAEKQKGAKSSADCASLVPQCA
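MLSMR compounds (23 nl, pin-transferred) preincubated 10 min at room temperature with a 500nM (2x) first reagent, then RGS4 at 900nM (2x) plus Transcreener GDP mix added; fluorescence polarization (620/688 nm) read before and after 90 min at 30 °C.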
TrxR1 substrate = qHTS Assay for Substrates of Mammalian Selenoprotein Thioredoxin Reductase 1 (TrxR1): qHTS | Thioredoxin reductase 1, cytoplasmic (Rattus norvegicus), O89049 | purified TrxR1 substrate turnover, NADPH consumption readout | Potency, µM (top dose mostly 114 µM), for inactives: at the top dose activity change, negative = substrate turnover | hit rate 0.01% among 390,000 | AID 588456, 2011; further: potency means the concentration at half of the fitted maximal effect; on the % scale 0 is the no-effect control and ±100 the full control effect; nearly all actives have a fitted effect of over 50% in size
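Rat TrxR1, dispensed at 90 nM, was prereduced with 400 uM NADPH (final) for 5 min at ~22 deg C, then incubated with compound 15 min before 400 uM selenite. A first-read NADPH fluorescence drop versus no-compound background flagged substrates.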
mIDH1 inhibitor = qHTS for Inhibitors of mutant isocitrate dehydrogenase 1 (IDH1): qHTS | Isocitrate dehydrogenase [NADP] cytoplasmic (Homo sapiens), O75874 | IDH1-R132H enzyme, NADPH consumption, diaphorase/resazurin fluorescence | Potency, µM (top dose mostly 76.6 µM), for the others: at the highest dose activity change, negative = inhibition, actives largely listed as inhibitors | hit rate 0.093% among 390,000 | AID 602179, 2012; further: potency means the concentration at half of the fitted maximal effect; on the % scale 0 is the no-effect control and ±100 the full control effect; nearly all actives have a fitted effect of over 65% in size
Target sequence (O75874 whole entry R132H, stated change not applied): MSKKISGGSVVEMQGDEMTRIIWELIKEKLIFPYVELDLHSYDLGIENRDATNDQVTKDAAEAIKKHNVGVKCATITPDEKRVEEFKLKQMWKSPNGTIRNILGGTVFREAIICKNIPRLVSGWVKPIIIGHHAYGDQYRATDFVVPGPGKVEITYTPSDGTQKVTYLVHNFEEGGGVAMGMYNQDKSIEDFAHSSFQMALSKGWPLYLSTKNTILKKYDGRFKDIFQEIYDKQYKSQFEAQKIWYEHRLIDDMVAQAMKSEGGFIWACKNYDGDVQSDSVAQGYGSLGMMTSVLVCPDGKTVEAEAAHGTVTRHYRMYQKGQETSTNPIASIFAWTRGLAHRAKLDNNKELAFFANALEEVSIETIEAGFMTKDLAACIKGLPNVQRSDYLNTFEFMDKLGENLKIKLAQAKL
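IDH1-R132H (0.5 ug/mL dispensed) in pH 7.5 Tris buffer was preincubated 30 min with compound, then given a substrate mix of 0.016 mM NADPH and 2 mM alpha-KG for 80 min at room temperature; remaining NADPH was read by diaphorase/resazurin fluorescence.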
TrxR1 inh = qHTS Assay for Inhibitors of Mammalian Selenoprotein Thioredoxin Reductase 1 (TrxR1): qHTS; recombinant rTrxR1, NADPH fluorescence consumption, selenite substrate; Potency, µM (top dose mostly 114 µM), for inactives: at the top dose activity change, negative = inhibition, actives largely listed as inhibitors; hit rate 1% among 390,000; AID 588453, 2011; further: potency means the concentration at half of the fitted maximal effect; on the % scale 0 is the no-effect control and ±100 the full control effect; nearly all actives have a fitted effect of over 65% in size
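Rat TrxR1 (90 nM in the dispensed reagent) was pre-reduced with 400 uM NADPH for 5 min at room temperature, then incubated with compound for 15 min. After 400 uM selenite was added, NADPH fluorescence (Ex 340/Em 450 nm) was followed for 8 min.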
* marks the source's active call; other numbers are inactive results; ? = inconclusive; . = not tested or not shown; & = joins results of further samples; [ ] = dose if it differs, or a comment. Unless noted, the call rests on the fitted dose curve; in most records, active means well fitted curve in the direction sought with a large enough effect; inconclusive means small, poorly fitted or top-dose-only effect, or another doubt; inactive means no such curve, though single readings can be large; an effect the other way counts as inactive or inconclusive. Only part of the results is shown; the hit share may differ from the screen's.

SMILES	Vif-APOBEC3F blk	Glioma ERSR ind	Vif-A3G inh	LDHA block	USP1 inh	RGS4 inhibitor	TrxR1 substrate	mIDH1 inhibitor	TrxR1 inh
CCOC(=O)C(NC(C)=O)(Nc1ccc(S(=O)(=O)Nc2ncccn2)cc1)C(F)(F)F (stereo not given)	-4%	-1%	1%	1	-4%	-48%	-2%	0%	4%[57.1 µM]
CCc1ccc(CN(C)C(=O)c2cc(COc3c(F)cccc3F)on2)cc1	3%	1%	4%	-3	-17%	?	-9%	9%	17%[57.1 µM]
COc1ccc(C(=O)Nc2ccc(C(=O)N3CCCCC3C)cc2)c(OC)c1OC (stereo not given)	-6%	-6%	0%	-10	-20%	17%	-3%	-6%	9%
COC(=O)/C(=C/c1c[nH]c2ccccc12)[N+](=O)[O-]	-5%	4%	2%	2	-6%	-11%	6%	-1%	13µM*
CNc1ccc(C(=O)OCC(=O)Nc2ccnn2C(C)C)cc1[N+](=O)[O-]	0%	-6%	-1%	-1	-14%	-11%	2%	2%	13%
CC(C)(C)n1nnnc1C(c1cccc(C(F)(F)F)c1)N1CCOCC1 (stereo not given)	0%	-2%	2%	0	0%	-12%	4%	-7%	2%
COC(=O)Nc1ccc(S(=O)(=O)N2CCC(C(=O)N3CCCC(C)C3)CC2)cc1 (stereo not given)	11%	-3%	-1%	0	-13%	-30%	-3%	7%	-22%
COc1ccc(/C=N/NC(=O)c2cccnc2)cc1COc1ccc(NC(C)=O)cc1	4%	-6%	?	-10	-15%	-3%	-5%	-9%	5%
CC(=O)NS(=O)(=O)c1ccc(NC(=O)c2oc3c(Cl)cccc3c2C)cc1	6%	-4%	2%	-4	-24%	-21%	3%	11%	23%
Cc1cc(C)nc(-n2ncc3c2CCCC3=O)n1	3%	-3%	1%	-5	-17%	1%	5%	7%	20%
S=c1[nH]c2ccccc2n2cccc12	4%	3%	5%	-4	-17%	-34%	3%	3%	13%
CSCC(=O)Nc1ccc(F)c(Cl)c1	3%	0%	0%	-2	-16%	-3%	13%[2.29 µM]	24%	-3%[57.1 µM]
Cc1c(C2(O)CCCCC2)[nH]c2cnccc12	2%	-2%	2%	3	-24%	8%	192%[activator]	10%	16%
O=C(Cc1coc2ccc3ccccc3c12)Nc1nccs1	-3%	3%	-1%	1	-14%	16%	5%[57.1 µM]	-1%	2%
Cc1[nH]nc2c1C1(CCN(Cc3ccccc3)CC1)C(C#N)=C(N)O2	5%	0%	-12%	0	-7%	9%[11.4 µM]	15%[57.1 µM]	-6%	?
CCN(CC)CC(=O)n1c2c(c3ccccc31)CCCC2	-5%	10%	-5%	-11	-15%	-14%	13%[57.1 µM]	2%	26%[57.1 µM]
COc1cccc(-c2c(C(=O)N/N=C/c3ccncc3)nnn2-c2nonc2N)c1	-20%	1%	-9%	-3	-25%	-7%	1%	18%	18%
CCN(CC)S(=O)(=O)c1ccc2c(c1)N(CC(=O)Nc1ccccc1F)C(=O)C1CCCN21 (stereo not given)	.	.	.	-3	-12%	9%	3%	.	-1%
COc1ccccc1-c1nnc2sc(COc3ccccc3)nn12	-6%	-4%	4%	-3	-15%	-9%	3%	4%	3%
CCCn1c(CNS(=O)(=O)c2ccc(C)cc2)nc2ccccc21	0%	-4%	0%	-1	-7%	-10%	7%[57.1 µM]	2%	12%[57.1 µM]
Cc1c(OCC(=O)NC2CC(C)(C)NC(C)(C)C2)ccc2c3c(c(=O)oc12)CCC3	2%	-2%	0%	-1	-10%	11%	17%	9%	9%
CCOC(=O)Cn1c(=O)n(C2CCCCC2)c2nc(-c3ccc(OC)cc3)nc(C(N)=O)c21	-2%	-3%	-1%	-3	-21%	8%	9%[57.1 µM]	8%	18%[57.1 µM]
CCc1ccc(N(CC(=O)Nc2sc3c(c2C(=O)OC)CCCC3)S(C)(=O)=O)cc1	1%	-3%	-1%	4	-16%	5%	4%	1%	6%
Cc1cc(C)n(Cc2ccc(C(=O)NCc3ccco3)o2)n1	0%	-6%	1%	-6	-1%	5%	-7%	-3%	?
CS(=O)(=O)Nc1nc2ccccc2[nH]1	-5%	-4%	0%	0	-21%	-26%	3%[57.1 µM]	-2%	11%[57.1 µM]
CCc1ccc(NC(=O)c2ccc(NC3=NC4CS(=O)(=O)CC4S3)cc2)cc1 (stereo not given)	-1%	0%	-6%	-6	-25%	-10%[56.9 µM]	3%	-3%	13%
CC1CCC(C(C)C)C(=O)/C1=C\c1ccc(NC(=O)CCC(=O)O)cc1 (stereo not given)	2%	-10%	6%	-2	-8%	0%	-6%	4%	-2%
COc1ccc(CNC(=O)CSc2ncc3c(n2)-c2ccc(Cl)cc2N(Cc2ccccc2)S3(=O)=O)cc1	-2%	-1%	4%	3	-13%	-10%	6%[57.1 µM]	-25%	10%[57.1 µM]
COc1ccc(CC(=O)OCc2cc3ccccc3[nH]c2=O)cc1	.	-4%	0%	-7	-23%	-1%	-5%	3%	-3%
CC(C)(C)NS(=O)(=O)c1ccc(NC(=O)NC2CCCCC2)cc1	-3%	-1%	-1%	3	5%	2%	5%	5%	21%
CCOC(=O)C1=C(C)NC(C)=C(C(=O)OCC)C1C(=O)OCC(=O)NCc1ccco1	-5%	-1%	1%	1	-8%	-19%	15%	7%	-6%
O=C(NN1C(=O)c2ccccc2NC1c1ccco1)c1ccc([N+](=O)[O-])cc1 (stereo not given)	-2%	-5%	-1%	1	-17%	5%	0%	20%	5%
CCOC(=O)c1ccc(N2C(=O)CC(C(=O)OC)=C2C)cc1	1%	-3%	2%	-4	-26%	-48%	3%	-1%	?
O=C(CNS(=O)(=O)c1ccc(C(=O)N2CCOCC2)cc1)N1CCOCC1	-9%	-3%	-1%	0	-21%	-31%	-7%	0%	-12%
O=C(CN1C(=O)S/C(=C\c2ccc(O)cc2)C1=O)c1ccccc1	-9%	6%	-10%	-1	-12%	-31%	6%[57.1 µM]	0%	7%[57.1 µM]
CC(C)OCCCNc1sc(S(=O)(=O)c2ccccc2)nc1S(=O)(=O)c1ccc(Cl)cc1	0%	-3%	-2%	-2	?	8%	1%	-9%	9%
CC(=O)c1ccc[n+](CC(=O)NC(C)c2ccccc2)c1 (stereo not given)	15%	-2%	4%	-12	-15%	-2%[56.9 µM]	-3%	-1%	2%
CN(CCC1CCCCO1)C(=O)c1cc(COc2ccc(F)cc2F)on1 (stereo not given)	-2%	3%	1%	-1	0%	8%	-7%	5%	-12%
c1ccc(SCc2nc(-c3cccnc3)no2)cc1	0%	-3%	1%	-2	-13%	-13%	0%	5%	0%
COc1ccccc1OCCn1c(SCC(=O)O)nc2ccccc21	-16%	2%	0%	-1	-19%	-32%	0%	7%	13%
CCc1ccccc1NC(=O)CNC(=O)CCNC(=O)Nc1ccccc1	5%	-2%	-4%	-4	-16%	-34%	-3%	2%	-2%
Cc1cc(C)c(S(=O)(=O)NCc2ccc3c(c2)cc(C)n3C)c(C)c1	-2%	3%	-13%	0	-14%	0%	0%[57.1 µM]	0%	6%[57.1 µM]
Cc1c(C)c2c(OCC(=O)NCC(=O)NCC(=O)O)cc3c(c2oc1=O)CCC(C)(C)O3	1%	-3%	-6%	-5	-26%	-51%[56.9 µM]	702%[activator]	15%	13%
Cc1ccoc1C(=O)Nc1cccc(Oc2ccccc2)c1	-7%	8%	-8%	2	-1%	-29%[11.4 µM]	2%[57.1 µM]	1%	7%[57.1 µM]
Cc1ccc(C)c(NC(=O)Cn2nnc(C(=O)NCc3ccco3)c2N)c1	2%&-17%	-1%&-5%	?	0&-8	-15%&-20%	2%&-25%	7%&-6%	-3%&-10%	22%&8%
COc1ccccc1N1CCN(C(=O)Cc2cccs2)CC1	3%	-2%	2%	0	-20%	-18%	-6%	5%	?
O=C(Nc1sc2c(c1C(=O)O)CCCCC2)c1ccccc1F	-1%	3%	1%	-6	-13%	-14%	-6%	36%[activator]	2%

Some values from the results shown.
COc1ccccc1OCCn1c(SCC(=O)O)nc2ccccc21 | USP1 inh: -19%
O=C(Nc1sc2c(c1C(=O)O)CCCCC2)c1ccccc1F | LDHA block: -6
